Assay outcomes from PubChem BioAssay.
CDK5 p35 inh: CDK5/p35 (human) kinase inhibition; Q00535+Q15078; Recombinant CDK5/p35, ADP-Glo luminescence, 60 min; inhibition, % at 10 µM; 330,000 tested, 0.01% active; AID 488839;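 active means highest replicate inhibition of at least 50% and at least 75% of replicates reaching 50%; inconclusive means only one of the two criteria met; inactive means both criteria failed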;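 further: plate controls were DMSO neutral control for no effect and GW8510 at 10 µM for full effect; many of its hits are not listed in these tables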
Target sequence (Q00535 whole entry, looked up): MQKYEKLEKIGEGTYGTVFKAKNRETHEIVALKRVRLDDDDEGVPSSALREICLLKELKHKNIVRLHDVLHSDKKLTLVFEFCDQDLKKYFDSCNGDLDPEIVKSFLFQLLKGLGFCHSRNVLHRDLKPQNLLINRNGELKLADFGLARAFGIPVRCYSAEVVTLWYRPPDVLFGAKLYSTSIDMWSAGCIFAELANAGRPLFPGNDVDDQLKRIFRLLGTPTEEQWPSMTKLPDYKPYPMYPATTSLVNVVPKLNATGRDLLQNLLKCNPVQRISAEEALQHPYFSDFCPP
Target sequence (Q15078 whole entry, looked up): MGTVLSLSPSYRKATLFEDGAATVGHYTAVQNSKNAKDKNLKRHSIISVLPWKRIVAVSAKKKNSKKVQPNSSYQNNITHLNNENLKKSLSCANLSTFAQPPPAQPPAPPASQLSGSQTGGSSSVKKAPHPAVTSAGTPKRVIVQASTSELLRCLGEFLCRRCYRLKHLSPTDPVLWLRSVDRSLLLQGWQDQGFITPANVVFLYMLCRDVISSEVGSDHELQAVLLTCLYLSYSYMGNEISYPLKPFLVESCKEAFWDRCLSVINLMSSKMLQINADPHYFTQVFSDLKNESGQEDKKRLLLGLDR
SR-BI DiI inh: mouse SR-BI HDL lipid transfer inhibition; Q61009; ldlA[mSR-BI] CHO cells, DiI-HDL uptake fluorescence, 3 h; inhibition, % at 12.5 µM; 320,000 tested, 0.96% active; AID 488896;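 active means mean replicate inhibition of at least 70% and a set share of replicates each scoring 70 or more; inconclusive means meets just one of the two criteria; inactive means fails both criteria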;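 further: 0% = median of neutral control wells and 100% = median of positive control wells; values of inactives mirror those of a sister screen read the other way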
SR-BI DiI-HDL act: activators of SR-BI mediated HDL lipid uptake | CHO ldlA[mSR-BI] cells, DiI-HDL uptake fluorescence, 3 h; 100 = double the neutral-control signal | 320,000 tested, 0.096% active | activation, % at 12.5 µM;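 active means mean replicate activation of at least 60% and every replicate at or above 60%; inconclusive means mean or all-replicate condition met, but not both; inactive means mean below 60% and not all replicates reaching 60%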;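 further: 0% = median plate neutral-control signal and 100% = twice that signal; values of inactives mirror those of a sister screen read the other way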
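Test system: SR-BI-overexpressing, LDLR-lacking CHO cells; Medium: Ham's F12 with 0.5% BSA, HEPES 25 mM, pH 7.4; Schedule: 3 h, 37 °C; Technique: bottom-read fluorescence, 550/595 nm.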
Wnt act: Wnt/beta-catenin pathway activation. activation, % at 9.35 µM. AID 743398. 300,000 tested, 1.2% active. Wnt/beta-catenin reporter cell assay, activator, plate reader; in the data active means activation above about 30%, passing the limit was not always enough; inconclusive means no clear call, values can overlap the other calls;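 further: 0% = neutral control wells and 100% = positive control wells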
Rtt109 HAT inh: C. albicans Rtt109 histone acetyltransferase inhibition | 330,000 tested, 0.16% active | purified Rtt109/Vps75, ThioGlo CoA-SH fluorescence, 4 h | inhibition, % at 34.9 µM;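 active means inhibition of at least 50% in every replicate; inconclusive means best replicate reaches 50% inhibition but some replicates fall short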
cardiac RTF act: increases calcium sensitivity of human cardiac regulated thin filaments; P19429+P45379; IANBD-labeled TnC RTF fluorescence at EC20 calcium; 0% EC20 calcium, 100% full calcium; activation, % at 7.2 µM; 340,000 tested, 0.24% active; AID 493008;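 active means activation above the mean over all tested compounds plus 3 SD, cut at about 30% in these data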;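 further: rise in fluorescence read as greater calcium sensitivity of cardiac thin filaments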
dFosB act: mouse delta FosB homodimer activation; P13346; purified delta FosB, TAMRA-CDK5 oligo fluorescence polarization; percent of positive-control signal above neutral wells; activation, % at 25 µM; 340,000 tested, 0.99% active;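 active means mean activation above about 17%, with every replicate also reaching it, limit read from the data, passing the limit was not always enough; inconclusive means only one of the two conditions met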;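 further: fluorescence polarization rise as delta FosB binds a TAMRA Cdk5 AP-1 oligo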
PvdQ inh: P. aeruginosa PvdQ acylase inhibition; purified PvdQ acylase, fluorescence plate reader; inhibition, % at 10 µM; 340,000 tested, 0.063% active; AID 488965; in the data active means inhibition above about 30%, passing the limit was not always enough; inconclusive means no clear call, values can overlap the other calls;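 further: 0% = vehicle neutral wells and 100% = reference inhibitor wells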
HTR5A ag: HTR5A agonism, opioid heterodimer counter-screen | activation, % at 9.3 µM | 340,000 tested, 0.61% active | HTR5A agonist assay, luminescence, cell-based | AID 504692 | P47898; in the data active means activation mostly above about 9.5%, no sharp cut-off; inactive means mostly below about 7.6%;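 further: 0% = cells with vehicle only and 100% = reference agonist; strong numbers were not always called active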
Target sequence (P47898 whole entry, looked up): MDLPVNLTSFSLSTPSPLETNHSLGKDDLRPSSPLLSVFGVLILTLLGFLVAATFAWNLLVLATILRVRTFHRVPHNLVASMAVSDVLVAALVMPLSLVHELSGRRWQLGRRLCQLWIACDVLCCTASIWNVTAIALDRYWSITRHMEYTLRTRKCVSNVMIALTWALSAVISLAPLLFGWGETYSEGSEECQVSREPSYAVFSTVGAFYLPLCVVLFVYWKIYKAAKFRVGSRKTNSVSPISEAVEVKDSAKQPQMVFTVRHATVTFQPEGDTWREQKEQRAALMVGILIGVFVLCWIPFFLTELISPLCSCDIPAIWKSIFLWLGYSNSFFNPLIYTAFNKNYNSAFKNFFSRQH
MITF act: increases MITF-driven TRPM1 promoter luciferase signal; SK-MEL-5 TRPM1-promoter luciferase, 24 h; % of positive control, neutral wells = 0; activation, % at 12.5 µM; 300,000 tested, 0.75% active; AID 588334;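 active means mean activation of at least 80% with every replicate also reaching 80%; inconclusive means mean reaches 80% but some replicate falls short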;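 further: 0% = neutral control wells and 100% = parthenolide positive control wells; values of inactives mirror those of a sister screen read the other way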
* marks the source's active call; other numbers are inactive results; ? = inconclusive; nt = no result given.

SMILES	CDK5 p35 inh	SR-BI DiI inh	SR-BI DiI-HDL act	Wnt act	Rtt109 HAT inh	cardiac RTF act	dFosB act	PvdQ inh	HTR5A ag	MITF act
Cc1ccc(S(=O)(=O)N2CCN(C(=O)COC(=O)CNC(=O)c3ccc(C(C)(C)C)cc3)CC2)c(C)c1	0.2	3	-3	21	-3	-4	-9	-3	8	-14
COc1ccc(C(=O)N2CCCC(N3CCN(c4ccccc4F)CC3)C2)c(OC)n1 (stereo not drawn)	-1.1	45	-45	3	4	-1	-6	1	-2	12
Cc1cc(-n2cnnn2)cc(C)c1S(=O)(=O)NCCOc1ccccc1	2.1	4	-4	-3	-8	-2	2	-9	2	10
O=C(O)c1cccc(Nc2c3ccccc3nc3ccccc23)c1	-1.0	-21	21	0	-66	-1	1	-5	5	nt
CC(=O)N1N=C(c2ccc(Cl)cc2)OC1c1ccc(C(C)C)cc1 (stereo not drawn)	2.3	11	-11	1	8	4	-7	-8	-1	32
O=C1C2C3C=CC(CC3)C2C(=O)N1/N=C/c1ccc(O)cc1 (stereo not drawn)	-8.0	2	-2	3	0	3	0	11	0	12
COCCn1c(=O)[nH]c2cc(C(=O)Nc3cccc(C(C)=O)c3)ccc2c1=O	0.0	21	-21	nt	10	-1	3	-7	2	9
COC(=O)c1cc(-c2ccc(Br)cc2)c2c(=O)[nH]c(=O)n(C)c2n1	1.7	11	-11	0	1	-5	1	13	2	13
Cc1nc(SCC(N)=O)[nH]c(=O)c1Cc1ccc(OC(C)C)cc1	0.2	-5	5	-2	2	2	-5	-22	5	-12
O=C(NCCc1ccccc1)C(=O)c1cn(CC(=O)N2CCCC2)c2ccccc12	-0.4	32	-32	-2	17	-3	-18	9	7	-8
O=C(CCS(=O)(=O)c1ccc(Br)cc1)NCc1ccco1	-4.2	4	-4	12	-19	2	-3	-24	-2	7
COC(=O)c1cccc(C23CC4(C2)[C@H](CN(Cc2ccc(-c5ccccc5)cc2)[C@@H]4c2ccccc2)C3c2ccccc2)c1 (stereo partly drawn)	1.6	4	-4	-5	-3	3	6	-2	3	-7
COc1ccc(C(=O)CCC(=O)N2CCN(c3ccccc3)CC2)cc1	-0.6	-1	1	0	-5	4	-4	-7	2	4
CCCOc1ccc(C(=O)Nc2ccc3c(c2)OCCO3)cc1	1.6	9	-9	11	-3	4	-5	9	1	nt
O=C(NC(=O)N1CCN(c2ccccc2F)CC1)c1ccccc1	7.8	20	-20	-1	-3	-2	0	8	5	-1
CC(C)c1ccc(OCC(O)CNC(C)c2ccccc2)cc1 (stereo not drawn)	-0.7	56	-56	1	8	4	-4	-7	12*	-6
COc1cc(/C=C/C(=O)O)ccc1O	-1.2	-10	10	-2	-9	0	5	1	-3	nt
CCOC(=O)c1sc(=S)n(-c2cccc(C(F)(F)F)c2)c1SC	-2.2	1	-1	nt	2	0	-3	-22	-3	nt
CN(C)/C=C/C1=CC(=O)CC(C)(C)C1	1.6	-3	3	2	3	6	-2	2	4	0
[O-]/C(=C(\C(=S)Nc1cccc2ccccc12)[n+]1ccccc1)c1ccc2c(c1)OCCO2	-0.2	17	-17	nt	0	2	-10	-7	3	nt
CC12CCC(=O)N1C(C(=O)Nc1cccc(F)c1)CS2 (stereo not drawn)	0.5	-24	24	0	-10	4	5	15	9	20
Cc1ccc(C(=O)N/N=C\c2ccc(-c3ccc(Cl)cc3)o2)cn1	0.5	24	-24	1	1	2	-13	3	0	7
COc1ccc(OC)c(NC(=O)c2cc(-c3c(C)cc(C)cc3O)n[nH]2)c1	-0.1	36	-36	0	-1	0	-3	-15	-1	-8
O=C(NCc1ccccc1Cl)C1CCC(=O)N(CC2CCCCC2)C1 (stereo not drawn)	0.5	55	-55	0	-6	-4	-2	-6	2	-10
COc1ccc(Cc2nnc(NS(=O)(=O)Cc3ccccc3)s2)cc1	-0.2	15	-15	-1	13	8	3	12	-2	11
O=C(C[C@H]1C[C@H](C(=O)N2CCOCC2)[C@@]2(CCC3CCCC3)c3[nH]c4cc(-c5ccco5)ccc4c3CCN2C1=O)NCCc1ccccn1	2.5	-43	43	-3	4	-7	-13	-5	2	-11
C=CCNC(=S)N1CCc2c([nH]c3ccccc23)C1C (stereo not drawn)	-2.4	33	-31	-3	2	-6	-4	-14	-2	-8
COc1ccc(NC(=O)CSc2ccc3nnc(CCNC(=O)c4ccccc4)n3n2)cc1	1.9	-10	10	0	1	-2	1	-8	-2	25
Cc1cc(C(=O)Nc2ncn(Cc3ccc(F)cc3)n2)ccc1[N+](=O)[O-]	4.3	nt	nt	-1	0	3	-17	-7	-2	-5
O=C1CC(Nc2ccccc2)C(=O)N1Cc1ccccc1 (stereo not drawn)	0.5	-2	2	nt	-4	0	-3	-3	4	8

The last two entries of the part above are carried over, then new ones follow:
SMILES	CDK5 p35 inh	SR-BI DiI inh	SR-BI DiI-HDL act	Wnt act	Rtt109 HAT inh	cardiac RTF act	dFosB act	PvdQ inh	HTR5A ag	MITF act
Cc1cc(C(=O)Nc2ncn(Cc3ccc(F)cc3)n2)ccc1[N+](=O)[O-]	4.3	nt	nt	-1	0	3	-17	-7	-2	-5
O=C1CC(Nc2ccccc2)C(=O)N1Cc1ccccc1 (stereo not drawn)	0.5	-2	2	nt	-4	0	-3	-3	4	8
CC(=O)c1ccc(NC(=O)Nc2ccc([N+](=O)[O-])cc2)cc1	0.3	-19	19	4	-6	4	0	-11	3	-7
Cc1ccccc1NC(=O)CCCNC(=O)c1ccc(Cl)cc1	1.4	16	-16	-3	-3	-4	-14	-2	3	-1
CN(Cc1ccccc1)C(=O)CN(c1ccccc1Cl)S(C)(=O)=O	0.5	-13	13	0	5	6	-1	9	-1	nt
O=C(Nc1cccc(NC(=O)c2ccccc2)n1)c1ccccc1	-0.6	49	-49	0	4	-1	-23	-8	2	1
CCOc1ccccc1N	-0.5	5	-5	0	-6	-7	6	-6	3	-1
Cc1cccc(NC(=O)C(=O)NCCCN2CCOCC2)c1	-1.4	-19	19	13	-3	-2	-3	10	7	-4
CCn1c(SCC(N)=O)nc2sc3c(c2c1=O)CCN(C)C3	-0.6	-7	7	-2	-3	0	-4	12	3	nt
O=C(N/N=C/c1ccncc1)c1ccc(OCc2ccccc2)cc1	0.2	nt	nt	6	-2	-5	-8	7	4	1
COc1ccc(C=NNc2ccc([N+](=O)[O-])cn2)cc1	-5.3	16	-16	16	3	4	-4	-6	-2	74
CCn1cc(/C=C(\NC(=O)c2ccccc2F)C(=O)N2CCOCC2)c2ccccc21	1.4	-6	6	nt	2	3	1	-14	0	-10
COc1ccc(N2C(=NC(=O)CCCc3ccccc3)SC3CS(=O)(=O)CC32)cc1 (stereo not drawn)	-0.7	6	-6	-1	6	-3	-13	7	5	12
COc1ccc(-n2nc3c(c2NC(=O)c2ccccc2S(=O)(=O)C(F)F)CS(=O)(=O)C3)cc1	-1.3	0	0	2	-1	3	-4	-17	2	1
CC(C)c1ccc(NC(=O)COC(=O)c2cc(=O)[nH]c3ccccc23)cc1	-0.4	-3	3	-3	3	2	8	-6	4	-4
CCOC(=O)Cc1cc(=O)n2[nH]cc(-c3cccc(Br)c3)c2n1	0.4	-13	13	-3	1	-1	-5	-9	-2	6
CC(=O)Nc1c(O)nc(SCC(=O)Nc2nnc(CC(C)C)s2)[nH]c1=O	1.9	-11	11	-6	-8	-1	5	7	1	0
COc1ccc(CC(=O)N/N=C/c2ccc(C)s2)cc1	1.0	-10	10	4	0	-4	-2	1	7	21
O=C(Cn1nc(C(=O)O)c2ccccc2c1=O)Nc1ccc(Cl)c(S(=O)(=O)N2CCOCC2)c1	-3.3	7	-7	0	4	-10	4	12	-3	1
COc1ccc(C2Sc3nncn3N2Cc2ccc(C#N)cc2)cc1 (stereo not drawn)	-0.2	-34	34	0	-2	-3	1	7	-1	2
Cc1cc(N)n(-c2ccc(S(=O)(=O)N3CCCC3)cc2[N+](=O)[O-])n1	-0.3	8	-8	-1	-4	-3	1	-9	0	17
CC(=O)Nc1ccc(S(=O)(=O)N(C)CC(=O)OCC(=O)NNC(=O)c2ccccc2F)cc1	0.5	-4	4	-3	-8	-7	1	-13	-6	-6
CC(=O)Nc1ccc2c(c1)Cc1c-2cc(Br)c(N)c1Br	-0.1	20	-20	8	-1	-1	-2	-3	-3	13
O=C(NC1CC1)c1cc2cc3ccccc3nc2s1	0.9	-9	9	19	2	-1	-25	?	-4	71
CC1CC1C(=O)Nc1ccc(S(=O)(=O)N2CCCCC2)cc1 (stereo not drawn)	2.4	-23	23	-2	2	-4	-7	-8	2	0
CCCC(C(=O)NC1CCCC1)N(Cc1ccc2c(c1)OCO2)C(=O)c1snc(C(N)=O)c1N (stereo not drawn)	-0.7	-7	7	-9	13	1	-5	-1	-2	7
CCc1cc(=O)oc2cc(OC(C)C(=O)NCC(O)c3ccccc3)c(Cl)cc12 (stereo not drawn)	nt	5	-5	-3	5	-5	-5	1	-4	5
O=C(O)CCNS(=O)(=O)c1ccc2c(c1)CCCC2	1.5	-16	16	3	12	5	1	3	-3	-14
O=C(Nc1ccc(F)c(F)c1)c1ccc2c(c1)OCO2	-1.2	24	-24	nt	8	-2	0	-4	5	85*
COc1cccc(-n2nnc3c(=O)n(Cc4ccccc4F)cnc32)c1	0.3	-10	10	-1	-3	-3	-4	-6	6	9
Cc1cc(CNC(=O)CCc2nnc(CCCc3ccccc3)o2)nn1C	0.9	-13	13	-1	3	-3	-8	-5	0	24
CCn1c(C)cc(/C=C2\NC(=O)N(CC(=O)Nc3cccc(C)c3)C2=O)c1C	0.1	8	-8	nt	-9	-1	-5	3	2	-5
COc1ccccc1NC(=O)Cn1nnc(C(=O)NCc2cccs2)c1N	-0.2	3	-3	-2	-9	4	22*	-15	1	-22
O=C(c1ccc([N+](=O)[O-])cc1)N(Cc1ccc(Cl)cc1)N1C(=O)CCCC1=O	-0.8	-30	30	nt	27	-2	-4	11	8	5
Cc1[nH]n(-c2ccccc2)c(=O)c1/C=N/n1c(C)nc2ccccc2c1=O	0.3	1	-1	-4	6	2	-3	5	2	nt
CN(C(=O)CSc1nnc(-c2ccc(Cl)cc2)n1CC1CCCO1)C1CCS(=O)(=O)C1 (stereo not drawn)	1.0	-19	19	-1	-2	-3	0	-5	0	-1
CC(=O)c1c(C)[nH]c(C(=O)OCC(=O)NCCc2ccc(Cl)cc2)c1C	0.0	49	-49	nt	1	-3	-6	-13	2	-8
CS(=O)(=O)c1cccc(C(=O)NC(c2ccccc2)c2ccccc2)c1	0.1	-9	9	nt	0	-1	-5	-10	0	6
Cc1cc(S(=O)(=O)NCC(=O)O)ccc1F	-1.4	1	-1	-4	-2	1	0	-13	0	-10
Cc1ccc(CCN2CC(C(=O)NCCN(C)C)CC2=O)cc1 (stereo not drawn)	-0.3	-9	9	1	6	-6	-2	-5	0	-7
Cc1ccc(-c2noc(C3CCCN(C(=O)c4cccc([N+](=O)[O-])c4)C3)n2)o1 (stereo not drawn)	-8.1	nt	nt	0	-5	-2	-8	-9	2	23
